Source: PubChem BioAssay (several laboratories)
MT stabilizer: microtubule stabilization, imaging screen; HeLa tubulin immunostaining HCS, 24 h; share of cells brighter than vehicle mean+2SD; % tubulin-high responders, % at 10 µM; actives 0.83% (n = 200,000);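 active = plate Z-score above 3 for both tubulin-high and condensed-nucleus cell shares, with cell loss under 80%, at 10 µM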;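 also: anti alpha tubulin signal scored within the nucleus-defined area of each cell; some results filed as inactive read as strong as hits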
bCat nuc transl: alters nuclear translocation of beta-catenin in HeLa cells; immunofluorescence imaging; actives 0.3% (n = 190,000); nuclear translocation activity, % at 5 µM;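 active = nuclear translocation activity above 50% at 5 µM, with a well cell count of 50 or more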;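 also: per-cell ratio of nuclear to cytoplasmic median beta-catenin stain intensity; plate controls were DMSO negative control for no effect and GSK-3 inhibitor IX positive control for full effect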
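Test system: human HeLa cell line; Doses: 5 µM primary, 0.02–20 µM confirmation; Incubation: 24 h compound exposure, 37°C; Detection: beta-catenin immunofluorescence imaging with DAPI; Read-out: beta-catenin nuclear/cytoplasmic ratio, % activation.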
Dynein cargo inh: blocks dynein driven cargo transport along microtubules | 3617.4 mouse cells, GR-EGFP nuclear translocation imaging; test concentration mostly 20 µM; stimulated with dexamethasone, 1 µM; active compounds read low | actives 0.47% (n = 220,000) | z-score, hits read low;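 active = plate z-score of nuclear minus cytoplasmic receptor signal below a set negative limit, without overly bright fluorescence or cell loss, cut at about -3.5 in these data, passing the limit was not always enough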;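 also: z-score of nuclear minus cytoplasmic ring GR-EGFP intensity difference per well; some compounds called inactive have numbers as strong as hits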
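Buffer or medium: tet-free medium with charcoal-stripped serum / Also added: dexamethasone agonist, 1.0 µM final, for 30 min / Timing: induction 48 h, compound 1 h, agonist 30 min / Measured by: high-content fluorescence imaging after fixation / Read-out: nuclear-to-cytoplasmic GR-EGFP distribution per well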
P. falciparum M1AAP: P. falciparum M1AAP inhibitors, biochemical, fluorogenic H-Leu-NHMec substrate, 1536-well (AID 1445); recombinant M1AAP, H-Leu-NHMec fluorogenic kinetic assay; higher % means a stronger effect; inhibition, % at 30 µM, or IC50 in µM where a hit was titrated; actives 0.42% (n = 220,000);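 active = primary inhibition above the hit cutoff, then over 50% inhibition at one or more dose response concentrations, cut at about 23% in these data, passing the limit was not always enough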;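 also: plate controls were DMSO full reaction for no effect and no enzyme background for full effect; strong numbers were not always called active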
WT yeast gro inh: growth inhibition of WT yeast, mitochondrial fusion screen | mitochondrial fusion phenotypic screen, WT strain | inhibition, % at 10 µM | actives 2.1% (n = 190,000); in the data active = inhibition above about 58%; tested in S. cerevisiae
Autophagy mod: autophagy modulation, high-content screen. MEF GFP-LC3 puncta imaging; test concentration mostly 10 µM. calls only at 10 µM (by protocol). actives 0.98% (n = 190,000). AID 463193;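 active = percentage of spot-positive cells more than 3 SD above its plate mean, without a fluorescence outlier flag or 80% toxicity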;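 also: spot-positive cell cutoff set from DMSO-treated cells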
P. falciparum M17LAP: P. falciparum M17LAP inhibitors, primary screen, biochemical, fluorogenic H-Leu-NHMec substrate, 1536-well (AID 1619); recombinant M17LAP, H-Leu-NHMec fluorogenic kinetic assay; higher % means a stronger effect; one-dose inhibition, % at 30 µM; IC50 in µM for titrated hits; actives 0.38% (n = 220,000);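 active = compound inhibiting the enzyme by more than half at any dose during confirmatory dose-response retesting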;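 also: plate controls were full reaction with DMSO carrier for no effect and no enzyme background for full effect; strong numbers were not always called active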
T cell modulator: T cell immune modulators affecting CD8 T cell-vesicle binding. 2C CD8+ T cell-vesicle binding, flow cytometry; active compounds read low. calls only at 7 µM. actives 0.068% (n = 330,000);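 active = response, share of CD8 T cells binding vesicles, and their 90th percentile fluorescence all below set limits, cut at about 80% in these data, passing the limit was not always enough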
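Assay system: 2C TCR transgenic mouse naive CD8+ T cells, MACS-purified | Read-out: CD8+ gate FL2 mean fluorescence as % of same-row positive control | Signal: High-throughput flow cytometry with anti-B7-1 and anti-CD8 staining | Timing: Binding step 1.5 h, 37 °C, antibody labelling 20 min, ice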
Yfh1-off respiration: enhancers of respiration in Yfh1-depleted yeast, dose response, Friedreich's ataxia, plus single-dose screen (AID 1465); S. cerevisiae Yfh1-off respiration, WST-1 reduction, 72 h; higher fold induction means a stronger effect; fold induction at 50 µM, or EC50 in µM where a hit was titrated; actives 0.074% (n = 220,000);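 active = fold induction of absorbance versus untreated yeast above a set limit, then at least 30% activation at any dose in follow-up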;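 also: activators that raise dye reduction in frataxin-depleted yeast; strong numbers were not always called active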
WT yeast gro inh mutant strain: recorded beside WT yeast gro inh, whose call it bears; inhibition, %; mitochondrial fusion phenotypic screen, mutant strain inhibition
Dynein cargo inh cytoplasmic EGFP: further read-out of Dynein cargo inh, marked with its call; z-score; measured here: cytoplasmic GR-EGFP intensity; active compounds read high
Dynein cargo inh nuclear GR-EGFP: further read-out of Dynein cargo inh, marked with its call; z-score; measured here: nuclear GR-EGFP intensity;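 lower value marks the stronger effect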
Dynein cargo inh cell count: second read-out of Dynein cargo inh, no call of its own (marks repeat the call); z-score; measured here: cell count per field
bCat nuc transl cell count 5 µM: also measured in bCat nuc transl; calls as there; cell count; measured here: cell count, cytotoxicity flag
T cell modulator vesicle-bound %: also measured in T cell modulator; calls as there; double positive events, %; measured here: CD8+ vesicle-bound cell fraction;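 binding gate set so that unloaded-vesicle control wells show 10% double positive cells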
MT stabilizer Hoechst-high %: further read-out of MT stabilizer, marked with its call; % Hoechst-high responders; measured here: nuclear condensation Hoechst responders;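 share of cells brighter than vehicle mean plus two SD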
MT stabilizer cytotoxicity %: further read-out of MT stabilizer, marked with its call; toxicity, %; measured here: cytotoxicity by cell density;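 0% = mean cell density of plate MIN control wells and 100% = no cells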
Autophagy mod cell loss 18 h: also measured in Autophagy mod; calls as there; toxicity, %; measured here: cell loss, nuclei count;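 cell loss after 18 h compound exposure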
Starred values were filed as active, the others as inactive; i = inactive; · = not tested or not shown.

Results follow in this order: MT stabilizer	MT stabilizer Hoechst-high %	MT stabilizer cytotoxicity %	bCat nuc transl	bCat nuc transl cell count 5 µM	Dynein cargo inh	Dynein cargo inh cytoplasmic EGFP	Dynein cargo inh nuclear GR-EGFP	Dynein cargo inh cell count	P. falciparum M1AAP	WT yeast gro inh	WT yeast gro inh mutant strain	Autophagy mod	Autophagy mod cell loss 18 h	P. falciparum M17LAP	T cell modulator	T cell modulator vesicle-bound %	Yfh1-off respiration
CCOc1nc(NCCO)nc(Nc2ccccc2F)n1
→ 2.0	2.2	6.2	0.2	1510	-0.38	-0.17	-0.3	-0.85	1%	0	-9	i	12	1%	i	39	i
Cc1ccc(C(c2c(O)nc3n(c2=O)CCS3)c2c(O)nc3n(c2=O)CCS3)cc1
→ 2.2	2.0	5.5	-1.1	1022	-0.76	-0.3	-0.72	0.53	12%	-5	-15	i	3	44%	i	37	i
C=CCn1c(SCC(O)Cn2c3ccccc3c3ccccc32)nnc1-c1ccco1 (stereo unspecified)
→ 2.4	2.6	14	0.8	1066	0.28	-0.14	0.6	-0.35	5%	40	16	i	5	0%	i	49	i
CCOC(=O)c1ccc(CNCc2ccccc2)cc1
→ 3.6	1.5	4.4	-3.3	1127	0.16	-0.21	0.36	-1.6	-5%	-25	11	i	-12	-5%	i	0	i
CN(c1ccc(C(=O)NCCSC(C)(C)C)cc1)S(=O)(=O)c1ccccc1
→ 1.5	2.0	10	1.6	918	-0.64	-0.24	-0.12	0.48	-3%	13	9	i	18	7%	i	43	i
CSc1nnc(NC(=O)c2ccc(C)c(S(=O)(=O)N3CCOCC3)c2)s1
→ 1.7	1.1	1.3	1.8	960	0.62	-0.04	0.36	0.65	3%	11	9	i	-2	-6%	i	48	i
CCOC(=O)C1CCCN(c2c(N3CCc4ccccc4C3)c(=O)c2=O)C1 (stereo unspecified)
→ 1.4	4.4	10	·	·	-0.9	-0.13	-0.39	-0.06	6%	-7	-13	i	7	12%	·	·	·
COc1ccc(-c2csc(NC(=O)CN3C(=O)CCC3=O)n2)cc1
→ 3.6	2.2	4.4	-0.2	1027	0.028	-0.15	-0.54	-0.54	1%	-18	-6	i	0	5%	i	26	i
CCOC(=O)C(NC(=O)c1ccc(OC)cc1)(OCC1(CC)COC1)C(F)(F)F (stereo unspecified)
→ 1.6	2.2	8.4	-0.1	1157	-0.093	0.65	-0.099	0.39	9%	12	19	i	0	5%	i	30	i
Cc1ccc(OCc2nnnn2-c2ccccc2)cc1
→ 4.9	2.3	4.9	-0.1	1128	0.39	-0.25	0.48	-0.51	5%	-2	-34	i	3	-7%	i	18	i
O=C(c1ccc(S(=O)(=O)Nc2ccccc2)cc1)N1CCOCC1
→ 5.0	3.3	6.5	-1.5	1069	0.86	-0.21	0.59	-0.48	1%	3	-12	i	-20	-5%	i	48	i
COc1ccc(Nc2nc3ccccc3nc2NS(=O)(=O)c2ccc(NC(C)=O)cc2)cc1
→ ·	·	·	0.8	1280	0.93	-0.27	0.35	-0.32	14%	·	·	·	·	-7%	i	15	i
CCOc1cc(C(=O)NCc2ccncc2)cc(OCC)c1OCC
→ 1.7	1.6	3.2	0.8	975	-0.29	-0.27	-0.12	0.97	-4%	9	17	i	-9	2%	i	10	i
O=C(O)CCCCCNC(=O)/C=C/c1ccco1
→ 2.7	2.2	7.4	-0.1	1481	-0.81	-0.032	-0.45	-0.12	1%	-1	-18	i	6	16%	i	48	i
COc1cccc(CN2CCNC(=O)C2CC(=O)NCCCn2ccnc2)c1 (stereo unspecified)
→ ·	·	·	-0.2	1307	-0.16	1.1	0.13	-0.06	3%	·	·	·	·	2%	i	8	i
COc1ccc(NC(=O)CN2CCN(CC(=O)Nc3ccccc3F)CC2)c(OC)c1
→ 7.2	3.0	7.9	-0.1	1090	0.93	-0.24	0.57	-1.9	6%	7	11	i	42	21%	i	28	i
COC(=O)c1ccc(C(=O)OC)c(NC(=O)COC(=O)c2ccccc2OC)c1
→ 3.6	1.9	8.5	0.8	471	-0.33	-0.099	-0.038	0.089	-3%	-2	4	i	-8	-5%	i	47	i
COc1cc(OC)cc(C(=O)NCCN2C(=O)S/C(=C\c3cccs3)C2=O)c1
→ 6.1	3.7	4.1	-0.6	1172	-0.57	-0.33	0.07	0.48	4%	6	12	i	-5	7%	i	11	i
CCCS(=O)(=O)N1CCN(C(=O)c2ccccc2F)CC1
→ 4.4	0.9	27	-2.5	1217	0.57	-0.24	0.87	-0.88	-3%	11	-4	i	-3	5%	i	26	i
COc1ccc(OCC(=O)OCC(=O)N2CC(=O)Nc3ccccc32)cc1
→ ·	·	·	12	980	-0.027	-0.25	0.14	0.5	4%	·	·	·	·	6%	i	34	i
CCCn1c(N)c(N(CCOC)C(=O)/C=C/c2cccc(Cl)c2)c(=O)[nH]c1=O
→ 2.5	1.0	0.2	-1.3	1114	-0.26	-0.18	0.057	1	-2%	-9	-6	i	-29	3%	i	10	i
CCCC(c1nnnn1CS(=O)(=O)c1ccc(C)cc1)N1CCN(c2ccc(F)cc2)CC1 (stereo unspecified)
→ 1.1	0.8	6.3	·	·	0.68	-0.28	0.76	-1.3	-6%	34	32	i	-9	-5%	i	50	·
C/C=C/c1cc(CN2CCN(c3ccccc3)CC2)c(O)c(OC)c1
→ 8.4	2.6	7.7	3.1	959	0.96	-0.3	0.75	-0.14	5%	22	14	i	20	-8%	i	5	i
C=C1CCN([C@H](C(=O)NCc2cc(OC)c(OC)c(OC)c2)C(C)C)S(=O)(=O)c2ccccc21
→ ·	·	·	-0.8	1150	-0.52	-0.75	-0.29	0.11	6%	·	·	·	·	-2%	i	20	i
CS(=O)(=O)c1cnc2c(S(=O)(=O)c3ccccc3)cnn2c1N
→ 4.8	1.7	2.4	-5.0	1048	-0.44	-0.2	-0.063	0.35	-5%	6	10	i	8	-1%	i	44	i
CN(C(=O)c1ccc(S(=O)(=O)N2CCCC2)cc1)C1CCCCC1
→ 2.0	1.1	8.1	·	·	-0.51	-0.41	-0.061	0.82	1%	-10	2	i	-5	6%	i	53	·
N#Cc1nc(-c2ccco2)oc1N1CCC(C(N)=O)CC1
→ 4.9	3.0	7.2	-0.4	1048	0.76	-0.024	-0.24	-1.4	16%	5	4	i	2	-36%	i	27	i
O=C(CCN1C(=O)c2ccccc2C1=O)Nc1cccc(S(=O)(=O)NC2=NCCC2)c1
→ 1.5	2.2	5.8	0.5	1074	-0.34	-0.15	-0.078	0.28	5%	9	1	i	-9	22%	i	31	i
Cn1c(=NC(=O)CSCC(=O)N2CCCC2)sc2ccccc21
→ 2.0	1.2	5.4	0.1	1136	1.5	0.2	0.73	-0.13	-2%	-19	7	i	-3	-1%	i	36	i
CCOC(=O)c1sc(Nc2ccc(OCC)cc2)nc1C
→ 1.3	1.3	0.4	1.8	906	-0.8	-0.22	0.027	1	·	5	-1	i	-1	·	i	25	i
CN(Cc1cnn(C)c1)Cc1nc(-c2ccc(Cl)cc2)no1
→ 2.7	1.7	2.4	-1.6	958	-0.55	-0.27	-0.45	0.86	0%	8	4	i	26	-4%	i	47	i
c1ccc2c(c1)NC(c1ccncc1)n1c-2nc2ccccc21 (stereo unspecified)
→ 4.2	1.9	9.7	-4.5	1221	-0.37	-0.4	-0.17	0.41	-13%	12	11	i	3	-63%	i	62	i
Cc1nnc(Sc2nc3c(c(=O)[nH]c(=O)n3C)n2Cc2ccccc2)s1
→ ·	·	·	-2.3	1221	-0.22	-0.81	0.23	-0.074	6%	17	-6	·	·	7%	i	38	i
Cc1ccc(CN2CCN(/N=C/c3cccn3C)CC2)c(C)c1
→ 1.3	1.9	2.9	-4.4	1129	-0.042	-0.15	-0.029	-0.51	2%	4	3	i	-2	14%	i	56	i
COc1cc(CO)cc(Br)c1OCC(=O)O
→ 2.4	2.6	8.2	·	·	0.14	-0.26	0.073	0.39	9%	6	5	·	·	-4%	i	23	i
CS(=O)(=O)Nc1ccc(OCc2ccccc2)cc1
→ 1.7	1.5	4.8	·	·	-0.74	-0.23	-0.23	0.4	7%	-23	-12	i	1	9%	i	11	i
Cc1ccnc(NC(=S)NC(=O)c2cncc(Br)c2)c1
→ 3.6	4.3	6.1	-0.9	947	0.67	-0.11	0.3	-1.1	8%	5	-14	i	1	-20%	i	40	i
COc1cc(C(=O)Nc2ccc(S(=O)(=O)Nc3cc(C)nc(C)n3)cc2)cc(OC)c1OC
→ 4.5	2.3	6.8	-0.2	1092	0.34	-0.019	0.022	-1	-4%	0	3	i	6	-2%	i	20	i
NC(N)=NN=C1CCCCCCCCCCC1
→ ·	·	·	1.8	1178	-0.38	-0.19	-0.23	0.1	1%	·	·	·	·	-2%	i	40	i
COc1ccc(/C=N/N=C2/NC(=O)C(CC(=O)O)S2)cc1OCc1ccc(Cl)cc1 (stereo unspecified)
→ 2.2	2.8	9.1	0.3	1154	-0.47	0.12	0.21	0.017	67µM*	-8	-2	i	11	20µM*	i	42	i
